Bioassay records: PubChem BioAssay, several laboratories
FLuc inh counter: inhibits firefly luciferase, flagging false hits in luciferase inhibition screens; P08659; ATPLite firefly luciferase biochemical luminescence, 10 min; inhibition, % at 10 µM; 1.5% of 200,000 active;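 active means inhibition above about 50% when tested at 10 µM, limit read from the data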
Target sequence (P08659 whole entry, looked up): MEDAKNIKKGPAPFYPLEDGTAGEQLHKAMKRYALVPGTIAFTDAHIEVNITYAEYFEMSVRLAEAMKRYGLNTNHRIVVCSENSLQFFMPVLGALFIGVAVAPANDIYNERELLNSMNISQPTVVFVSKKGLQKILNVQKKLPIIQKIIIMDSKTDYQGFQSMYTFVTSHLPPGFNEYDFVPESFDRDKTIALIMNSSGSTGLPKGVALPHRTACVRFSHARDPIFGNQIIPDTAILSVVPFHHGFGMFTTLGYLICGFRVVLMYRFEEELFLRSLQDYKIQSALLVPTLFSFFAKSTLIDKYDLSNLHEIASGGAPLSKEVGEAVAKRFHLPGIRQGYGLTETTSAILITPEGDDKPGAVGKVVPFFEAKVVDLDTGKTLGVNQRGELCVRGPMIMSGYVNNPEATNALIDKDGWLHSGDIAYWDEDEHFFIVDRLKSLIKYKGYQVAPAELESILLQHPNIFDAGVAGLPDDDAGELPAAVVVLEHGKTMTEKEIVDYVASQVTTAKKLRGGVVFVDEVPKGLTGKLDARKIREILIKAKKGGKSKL
FLuc stim CS: affects firefly luciferase, flagging false hits in luciferase stimulation screens; P08659; ATPlite luciferase biochemical, luminescence, 10 min; 0 = ATP-free wells, 1 = DMSO control; activation factor at 10 µM; 200,000 tested, under 10 active;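 active means luciferase activation factor, scaled between plate controls, of at least 2 with compound at 10 µM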
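Assay system – cell-free luciferase reagent · Medium – PBS-based ATP solution · Dosing – test compounds dosed from 2 mM stocks in 100% DMSO · Timing – 10 min, room temperature · Technique – light output (luminescence) · Measure – luminescence gain marking luciferase activators · Controls – No-ATP low control, compound-free enzyme-plus-ATP high control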
APP 5'UTR act: activates APP 5'UTR luciferase reporter; SH-SY5Y APP 5'UTR luciferase reporter, luminescence; zero percent = DMSO vehicle wells; activation, % at 2 µM; 1% of 190,000 active; AID 1276;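 active means activation above a set limit, based on mean plus 3 SD of controls, cut at about 140% in these data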; further: values of inactives mirror those of a sister screen read the other way
TNAP inh hiacc: inhibitors of human TNAP at high phosphate acceptor concentration | purified TNAP, CDP-star luminescence, 1 M DEA | inhibition, % at 20 µM | 0.03% of 200,000 active | AID 1135;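 active means over 50% inhibition of tissue-nonspecific alkaline phosphatase at 20 µM in the single-dose screen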;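 further: plate controls were DMSO wells for no effect and EDTA-quenched wells as full inhibition for full effect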
Target sequence (P05186 whole entry, looked up): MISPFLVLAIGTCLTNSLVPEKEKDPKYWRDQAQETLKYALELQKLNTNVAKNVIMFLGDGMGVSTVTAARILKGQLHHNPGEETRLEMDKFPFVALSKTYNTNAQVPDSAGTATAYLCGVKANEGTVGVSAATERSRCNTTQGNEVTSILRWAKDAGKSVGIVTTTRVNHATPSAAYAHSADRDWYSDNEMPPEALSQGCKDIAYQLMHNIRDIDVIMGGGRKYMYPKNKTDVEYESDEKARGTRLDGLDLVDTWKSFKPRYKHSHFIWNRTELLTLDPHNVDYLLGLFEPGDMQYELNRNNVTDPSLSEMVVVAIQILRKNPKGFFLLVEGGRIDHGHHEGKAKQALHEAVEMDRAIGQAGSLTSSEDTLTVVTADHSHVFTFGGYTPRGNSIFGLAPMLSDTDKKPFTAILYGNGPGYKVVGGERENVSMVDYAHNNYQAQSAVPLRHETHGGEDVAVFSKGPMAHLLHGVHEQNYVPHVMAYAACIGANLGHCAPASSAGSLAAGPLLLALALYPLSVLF
TNAP inh noacc: TNAP (human) inhibition, acceptor-free conditions; inhibition, % at 20 µM; 0.26% of 200,000 active; P05186; purified TNAP, CDP-star luminescence, 30 min;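 active means tissue-nonspecific alkaline phosphatase inhibition above about 50% at 20 µM in the single-dose screen, limit read from the data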;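 further: 0% = DMSO negative control and 100% = EDTA positive control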
PMI act: activators of human phosphomannose isomerase | 0.005% of 190,000 active | P34949 | purified human PMI, coupled resazurin fluorescence, 20 min; active compounds read high; 1 = vehicle control, 0 substrate-free wells | activation factor at 20 µM;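 active means activation factor of 2 or more at 20 µM, relative to plate controls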
NF-kB expr up: NF-kB expression increase, human neuronal cells | NF-kB reporter expression; active compounds read high | fold change at 12.5 µM | 1.6% of 190,000 active; in the data active means fold change above about 3.3
PMI act hi M6P: PMI (human) activation, high substrate; P34949; coupled PMI enzyme assay, resazurin fluorescence, 20 min; active compounds read high; 1 = untreated enzyme, 0 = substrate-free blank; activation factor at 20 µM; 0.34% of 190,000 active;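 active means activation factor of 2 or more at 20 µM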
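Material: human phosphomannose isomerase with PGI, G6PDH, diaphorase coupling enzymes. Quantity: 15 ng/mL PMI. Medium: HEPES pH 7.4 buffer with MgCl2 and Tween-20. Reagent: Near-saturating mannose-6-phosphate, 1.0 mM. Compound: 20 µM single dose. Times: enzyme reaction with compound 20 min at room temperature. Detection: resorufin fluorescence at Ex 544/Em 590 nm.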
bIAP act: increases bovine intestinal alkaline phosphatase activity; purified bovine IAP, CDP-star luminescence, 30 min; active compounds read high; fold of DMSO-control signal, blank-subtracted; activation factor at 20 µM; 0.17% of 200,000 active;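 active means activation factor of 2 or more at 20 µM, a signal rise over negative controls twice the positive control's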
TNAP act hiacc: activators of human TNAP at high phosphate acceptor concentration; P05186; purified TNAP, CDP-star luminescence, 1 M DEA, 30 min; active compounds read high; 0 = EDTA background, 1 = DMSO-only activity; activation factor at 20 µM; 200,000 tested, under 10 active;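 active means activation factor at least 2 at 20 µM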
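system = human TNAP | amount = enzyme diluted 1/800 final | reagent = 100 µM CDP-star substrate | signal = luminescent substrate turnover signal | dosing = one dose, 20 µM | benchmarks = EDTA negative control, DMSO positive control | measure = activation factor | timing = 30 min reaction, room temperature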
* = called active by the depositor; nt = not tested or not shown. Compounds as they come. About 3.6% of those tested had a hit in this group.

SMILES	FLuc inh counter	FLuc stim CS	APP 5'UTR act	TNAP inh hiacc	TNAP inh noacc	PMI act	NF-kB expr up	PMI act hi M6P	bIAP act	TNAP act hiacc
O=C(Nc1ccc(CN2CCOCC2)cc1)c1cccc(-c2cc3ccccc3oc2=O)c1	7	0.9	3	-2	-5	1	0.52	1	1.1	1
S=C(NCCC1=CCCCC1)Nc1ccc(Cl)cc1	-3	1	35	-1	-11	0.9	1	1.1	1.1	1
COc1ccc(/C=C/C(=O)Nc2cccnc2)cc1OC	13	0.9	19	3	-7	1	1	1	1.1	1
Cn1nnnc1SCC(=O)Nc1ccccc1C(=O)NC1CC1	-6	1.1	10	-8	-25	1.1	1.1	1.1	0.9	1.1
Cc1ccc(C(c2nnnn2C(C)(C)C)N2CCc3ccccc3C2)cc1 (stereo not drawn)	0	1	nt	0	-5	0.9	nt	1	1	1
COc1ccc(C2=NN(C(=O)CSc3ncccn3)C(c3ccc(C)cc3)C2)cc1 (stereo not drawn)	-1	1	-1	-4	-5	0.9	0.68	1	1	1
CCCNc1nc(C)c(C(C)=O)cc1C#N	-3	1	nt	1	-5	0.9	1.4	0.9	0.9	1
N#Cc1nc(COc2cccc(Cl)c2)oc1NCc1ccncc1	7	0.9	-8	6	1	1.1	1.4	1.2	1	0.9
COc1cccc(NC(=S)NNC(=O)c2ccccc2OC(F)F)c1	-2	1	13	-2	-49	1	1.2	0.9	1.3	1
CCO[C@H]1OC(C(=O)N2CCN(Cc3ccccc3)CC2)=C[C@@H](c2ccc(C(F)(F)F)cc2)[C@@H]1CCCO	0	1	2	2	1	0.8	0.83	0.9	1.1	1
COc1ccc(C(CCN(Cc2ccc(OC)c(OC)c2)C(C)=O)c2ccccc2)cc1 (stereo not drawn)	-5	1.1	-12	1	-6	0.8	2.7	0.9	1	1
COc1ccc(C(C(=O)NC2CCCC2)N(C(=O)c2snc(-c3ccc(F)cc3)c2N)c2cccc(F)c2)cc1 (stereo not drawn)	-4	1	-9	-1	-10	1	1.2	1	0.4	1
CCc1nnc(NC(=O)c2cc3ccccc3oc2=O)s1	-4	1	-2	-2	-8	0.8	1.8	0.8	0.8	1
COc1ccc(CCn2c(=S)[nH]c3cc(C(=O)NCc4ccco4)ccc3c2=O)cc1OC	-2	1	-6	3	-2	0.9	0.61	1	1.2	1
Fc1ccc(COc2ccc3ccccc3c2CNc2nn[nH]n2)cc1	-5	1	6	-1	-6	1	1	0.9	1	1
CC(C)COc1ccc(/C=C2/Sc3ccccc3C2=O)cc1	57*	0.4	-1	12	16	1	1.1	1	0.8	0.9
COc1ccccc1N1CCN(/N=C/c2cccc(O)c2)CC1	50	0.5	13	0	1	nt	2.7	nt	1	1
N#CC1(NC(=O)CN2CCc3ccccc3C2)CCCC1	-6	1.1	0	-5	-2	1.1	0.94	1	1	1
CCNC(=S)N1CCC(n2cnc3ccccc32)CC1	-6	1.1	-10	-5	-6	1	0.98	1	1	1
Cc1ccc(C(=O)c2coc3c2C(=O)C(=O)c2ccccc2-3)cc1	-2	1	51	10	1	0.3	2.4	0.4	1	0.9
CCN(CC)C(=O)c1[nH]cnc1C(=O)N[C@@H](Cc1ccccc1)C(=O)OCc1ccccc1	-11	1.1	-6	-5	0	1	1.1	1	1.4	1
COc1cccc(CNc2cc(CSc3ccc(Cl)cc3)nc(C)n2)c1	-2	1	4	-8	-21	0.9	1.1	0.9	1.6	1.1
N#Cc1ccc(-c2csc(NC(=O)c3ccc(S(=O)(=O)N4CCc5ccccc5C4)cc3)n2)cc1	-5	1	-8	-3	-14	0.9	1.2	1	0.9	1
Cc1cc(=O)oc2cc(OCC(=O)N/N=C/c3ccccc3[N+](=O)[O-])ccc12	-4	1	15	4	14	0.9	0.9	0.9	1	1
Cc1ccc(-c2cc(C(=O)N/N=C/c3c(C)nn(C)c3C)c3ccccc3n2)c(C)c1	-9	1.1	15	-10	-11	0.9	1	0.9	1	1.1

(more compounds)
SMILES	FLuc inh counter	FLuc stim CS	APP 5'UTR act	TNAP inh hiacc	TNAP inh noacc	PMI act	NF-kB expr up	PMI act hi M6P	bIAP act	TNAP act hiacc
CC(C)=CCN1CCN(Cc2cnc(-c3ccccc3)s2)CC1CCO (stereo not drawn)	-6	1.1	1	-3	-2	1	0.97	1	1.1	1
Cc1cccc(NCC(=O)N/N=C/c2ccc(Br)cc2)c1	-3	1	-19	2	-1	0.9	1.2	0.9	1	1
COc1ccc(-c2nc(CS(=O)CC(=O)NCc3ccco3)c(C)o2)cc1OC (stereo not drawn)	-4	1	-9	-4	-14	0.9	1.1	1	1	1
O=C(Cn1nc(Cc2cccnc2)c2ccccc2c1=O)NCCCN1CCCC1=O	-10	1.1	12	-5	-7	1	1.1	1	1	1
CC(=O)Nc1cccc(OCC(=O)NS(=O)(=O)c2ccc(Cl)cc2)c1	-2	1	12	-4	-12	0.9	1.1	1	0.9	1
CCCCn1nnnc1NCc1ccc(OC)c(OC)c1	-7	1.1	-1	1	-9	1	1.2	1	0.9	1
Cc1cc(=O)oc2cc(NC(=O)C3CC(=O)N(Cc4ccccc4)C3)ccc12 (stereo not drawn)	-6	1.1	-17	-3	-14	1	1.2	1.1	1	1
COc1ccc(-c2csc3nc(C)n(-n4cccc4)c(=O)c23)cc1OC	-9	1.1	-5	-5	-3	1	0.87	1	1	1.1
COc1ccc(N2C(=O)CC3(CCCC3)CC2=O)cc1	6	0.9	nt	-1	-17	0.7	1	0.9	1	1
CCN(CC)S(=O)(=O)c1ccc(Cl)c(NC(C)=O)c1	-6	1.1	-6	-4	-16	1	1.4	1	1	1
CN1CCN(S(=O)(=O)c2ccc(Oc3ccc(F)c(Cl)c3)nc2)CC1	-7	1.1	15	-1	-5	1.1	1.2	1.1	1	1
CCOC(=O)C1CCN(C(=O)C2CCCCC2)CC1	-3	1	16	1	-1	0.9	1.1	0.9	0.9	1
O=C1CC(N2CCC(c3nc4ccccc4[nH]3)CC2)C(=O)N1c1cccc(F)c1 (stereo not drawn)	-3	1	-4	-3	-8	0.9	1	0.9	1.2	1
COc1ccc(OC)c(S(=O)(=O)Nc2ccc(Oc3ccccc3)cc2)c1	0	1	-7	3	4	0.8	0.84	0.8	1	1
Cc1cc(C)nc(SCC(=O)Oc2ccc3oc(=O)cc(C)c3c2)n1	-8	1.1	22	-8	-1	0.9	1.4	0.8	0.9	1.1
Cn1c(=O)n(CC(=O)N2CCOCC2)c2ccccc21	-7	1.1	-2	-2	-4	1.1	1.2	1	1	1
COc1ccc(Nc2cc(C)c3ccccc3n2)cc1	7	0.9	85	-7	-9	1	2	1	0.7	1.1
O=C(Nc1cccc(C(F)(F)F)c1)c1cccnc1N1CCCC1	-6	1.1	-6	-3	-11	0.8	0.83	0.9	0.9	1
C=CCSc1nnc(CCCCCN2C(=O)c3cccc4cccc(c34)C2=O)o1	0	1	14	2	-9	1	0.99	1.1	0.9	1
O=S1(=O)N=C(N2CCOCC2)c2ccccc21	-11	1.1	26	-9	-4	1.1	0.93	1.1	0.9	1.1
O=C(NC1CCCCCCC1)c1ccc2c(c1)N(Cc1ccc(F)cc1)C(=O)CS2=O (stereo not drawn)	-2	1	-5	-5	-12	1	1.8	1.1	1	1
CCOc1ccc(C(=O)Nc2cccc(C(C)=O)c2)cc1[N+](=O)[O-]	-2	1	5	-6	-6	0.9	0.77	0.9	1.1	1.1
COc1ccc(CC(=O)Nc2c3c(nn2-c2cccc(C)c2C)CS(=O)C3)cc1 (stereo not drawn)	0	1	-30	-7	-10	1	1	0.9	1	1.1
CCn1nc(C(=O)OCC(=O)NCC(C)C)c2ccccc2c1=O	-9	1.1	10	-4	-11	1	0.87	1	1	1
CCOC(=O)CSc1nnc(CNC(=O)c2cc(OC)c(OC)c(OC)c2)n1C	-5	1	-2	-4	-12	0.9	1.1	0.9	1	1

Continued; it opens with the 2 that closed the last part.
SMILES	FLuc inh counter	FLuc stim CS	APP 5'UTR act	TNAP inh hiacc	TNAP inh noacc	PMI act	NF-kB expr up	PMI act hi M6P	bIAP act	TNAP act hiacc
CCn1nc(C(=O)OCC(=O)NCC(C)C)c2ccccc2c1=O	-9	1.1	10	-4	-11	1	0.87	1	1	1
CCOC(=O)CSc1nnc(CNC(=O)c2cc(OC)c(OC)c(OC)c2)n1C	-5	1	-2	-4	-12	0.9	1.1	0.9	1	1
Cc1ccc(S(=O)(=O)C(CCC(=O)c2ccc(Cl)cc2)C(N)=O)cc1 (stereo not drawn)	-5	1.1	15	-5	-6	1	0.99	1.1	0.9	1
CCN(CC)c1cc(C(F)(F)F)nc(-c2ccccn2)n1	-10	1.1	10	-4	-10	1	0.82	1	1	1
CCCCOc1cccc(OCCCC)c1C(=O)Nc1cc(C)on1	-5	1	3	-2	-4	0.9	1.2	0.9	0.9	1
CCOc1ccccc1CNC(=O)c1cn(C)c(=O)c2c1c1ccccc1n2C	4	1	2	-1	-12	0.9	1.4	0.6	1	1
CN(C)c1ccnc2sc3c(NCC(O)CO)ncnc3c12 (stereo not drawn)	-8	1.1	7	-1	-2	0.9	1	1	0.9	1
Cc1nnc(C)n1/N=C/c1ccc2c(c1)OCCO2	-4	1	-1	-3	-7	1	1.1	1	1	1
CCOc1ccc(C(C)=O)cc1N1C(=O)C2C(C1=O)C1C=CC2C12CC2 (stereo not drawn)	-1	1	-2	-4	-8	0.9	1.2	0.9	0.9	1
Cc1cc(C)nc(N/N=C/C2=C(N3CCOCC3)C(=C\c3ccc(Cl)cc3)/CC2)n1	-8	1.1	-7	4	10	1.4	1.4	1.9	1	1

Structures from the list above with a Cl atom (8):
SMILES	FLuc inh counter	FLuc stim CS	APP 5'UTR act	TNAP inh hiacc	TNAP inh noacc	PMI act	NF-kB expr up	PMI act hi M6P	bIAP act	TNAP act hiacc
S=C(NCCC1=CCCCC1)Nc1ccc(Cl)cc1	-3	1	35	-1	-11	0.9	1	1.1	1.1	1
N#Cc1nc(COc2cccc(Cl)c2)oc1NCc1ccncc1	7	0.9	-8	6	1	1.1	1.4	1.2	1	0.9
COc1cccc(CNc2cc(CSc3ccc(Cl)cc3)nc(C)n2)c1	-2	1	4	-8	-21	0.9	1.1	0.9	1.6	1.1
CC(=O)Nc1cccc(OCC(=O)NS(=O)(=O)c2ccc(Cl)cc2)c1	-2	1	12	-4	-12	0.9	1.1	1	0.9	1
CCN(CC)S(=O)(=O)c1ccc(Cl)c(NC(C)=O)c1	-6	1.1	-6	-4	-16	1	1.4	1	1	1
CN1CCN(S(=O)(=O)c2ccc(Oc3ccc(F)c(Cl)c3)nc2)CC1	-7	1.1	15	-1	-5	1.1	1.2	1.1	1	1
Cc1ccc(S(=O)(=O)C(CCC(=O)c2ccc(Cl)cc2)C(N)=O)cc1 (stereo not drawn)	-5	1.1	15	-5	-6	1	0.99	1.1	0.9	1
Cc1cc(C)nc(N/N=C/C2=C(N3CCOCC3)C(=C\c3ccc(Cl)cc3)/CC2)n1	-8	1.1	-7	4	10	1.4	1.4	1.9	1	1
